Source: PubChem (several laboratories)
HCV NS3 hel inh: inhibitors of Hepatitis C virus NS3 helicase. NS3 helicase DNA unwinding, Cy5 molecular beacon fluorescence. inhibition, % at 10.9 µM. 290,000 compounds, 0.56% hits. AID 1800;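 active = inhibition above the mean of all tested compounds plus 3 SD, set per campaign, cut at about 35% in these data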;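 also: 0% = DMSO wells and 100% = thioflavine S control wells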
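Test system: hepatitis C virus NS3 helicase domain fragment enzyme. Also added: annealed dual-labelled DNA beacon duplex, ATP-started. Timing: 60 min unwinding reaction at 25 °C after ATP addition. Technique: Cy5 fluorescence. Measure: % inhibition of unwinding.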
FID counter: counter-screen for HCV NS3 helicase inhibitors: DNA intercalator displacement. 290,000 compounds, 0.17% hits. inhibition, % at 7.9 µM. DNA fluorescent intercalator displacement, fluorescence; in the data active = inhibition above about 37%;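 also: 0% = vehicle and 100% = reference compound; higher means more ethidium bromide displaced from hairpin DNA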
IMP-1 inhibitor: inhibitors of Pseudomonas aeruginosa IMP-1 metallo-beta-lactamase. purified IMP-1, nitrocefin hydrolysis, epi-absorbance fluorescence. inhibition, % at 5.6 µM. 290,000 compounds, 0.45% hits;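 active = inhibition above the mean plus 3 SD of all compounds in the same screening run, cut at about 4.5% in these data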;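 also: 0% = IMP-1 with DMSO and 100% = DMSO wells lacking enzyme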
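System: Purified recombinant IMP-1 metallo-beta-lactamase enzyme | Measured by: Fluorescence quenching readout, ex 480/em 530 nm | Replication: Singlicate | Incubation: 15 min preincubation plus 25 min reaction at 25 °C | Evaluation: Percent inhibition from optical density relative to buffer-blank wells | Benchmarks: DMSO with and without IMP-1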
M18AAP inhibitor: PfM18AAP enzyme inhibition; recombinant PfM18AAP, H-Glu-NHMec fluorogenic cleavage; inhibition, % at 7.35 µM; 290,000 compounds, 1.2% hits;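 active = inhibition above the campaign mean inhibition over all tested compounds plus 3 SD, cut at about 28% in these data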;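 also: 0% = plate median of test compound wells and 100% = 2 mM ZnCl2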
pCIP destab: compounds decreasing mouse p/CIP protein stability. Q05BA5. 290,000 compounds, 0.01% hits. F442A p/CIP-EGFP cells, EGFP fluorescence, 16 h. decrease of EGFP signal, % at 10 µM;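 active = EGFP signal decrease of at least 30% at 10 µM or well 3 SD below plate mean, unless failing retest; inactive = the rest, including hits failing retest or dose response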; also: some compounds called inactive have numbers as strong as hits; many of its hits are not listed in these tables
UBC9 SUMO inh: inhibitors of human SUMOylation (UBC9); HTRF SUMOylation assay, SAE1/SAE2 + UBC9, in vitro; inhibition, % at 35 µM; 290,000 compounds, 0.36% hits; in the data active = inhibition above about 50%, passing the limit was not always enough; also: strong numbers were not always called active
IDE inh: inhibits human insulin-degrading enzyme in HEK cells; FAbetaB cleavage, fluorescence polarization; AID 434962; inhibition, % at 5.59 µM; 320,000 compounds, 0.41% hits; P14735;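 active = percent inhibition above the average of all tested compounds plus 3 SD, set per screening campaign, cut at about 16% in these data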;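 also: IDE supplied by intact live HEK cells; FP after avidin binding of uncleaved biotin substrate so inhibition keeps polarization high; 0% = DMSO wells and 100% = 60 µM reference IDE inhibitor Ii1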
Target sequence (P14735 whole entry, looked up): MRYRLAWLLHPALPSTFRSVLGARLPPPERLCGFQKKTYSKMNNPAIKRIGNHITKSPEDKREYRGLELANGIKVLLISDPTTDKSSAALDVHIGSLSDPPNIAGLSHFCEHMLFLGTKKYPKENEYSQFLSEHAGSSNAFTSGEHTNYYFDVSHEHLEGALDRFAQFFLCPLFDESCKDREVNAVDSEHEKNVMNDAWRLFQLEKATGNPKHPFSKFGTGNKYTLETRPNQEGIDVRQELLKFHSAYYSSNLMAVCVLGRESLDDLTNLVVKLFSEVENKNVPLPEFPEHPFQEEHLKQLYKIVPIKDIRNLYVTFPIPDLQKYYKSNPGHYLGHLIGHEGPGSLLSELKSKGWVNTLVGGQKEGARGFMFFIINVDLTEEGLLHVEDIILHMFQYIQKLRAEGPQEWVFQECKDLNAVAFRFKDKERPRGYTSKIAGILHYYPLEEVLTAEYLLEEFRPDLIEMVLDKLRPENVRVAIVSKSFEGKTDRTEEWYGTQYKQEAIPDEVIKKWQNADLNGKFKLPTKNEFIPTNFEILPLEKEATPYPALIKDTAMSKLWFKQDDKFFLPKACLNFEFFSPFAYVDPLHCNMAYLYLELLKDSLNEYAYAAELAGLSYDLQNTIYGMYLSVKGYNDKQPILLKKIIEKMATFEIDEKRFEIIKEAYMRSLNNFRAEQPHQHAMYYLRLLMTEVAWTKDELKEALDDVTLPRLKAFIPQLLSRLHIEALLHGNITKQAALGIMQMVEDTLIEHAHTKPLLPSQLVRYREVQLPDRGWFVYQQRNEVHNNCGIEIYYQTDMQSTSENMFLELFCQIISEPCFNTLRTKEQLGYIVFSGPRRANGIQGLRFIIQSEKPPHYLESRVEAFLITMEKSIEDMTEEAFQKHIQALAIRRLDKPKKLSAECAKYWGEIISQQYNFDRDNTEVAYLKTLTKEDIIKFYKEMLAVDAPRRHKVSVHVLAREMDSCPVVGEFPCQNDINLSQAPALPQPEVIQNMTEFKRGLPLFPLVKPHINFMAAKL
IDE act: IDE (human) activation, cell-based | HEK cells, FAbeta-B cleavage, fluorescence polarization; 0% vehicle, 100% cell-free pure enzyme wells | activation, % at 5.96 µM | 340,000 compounds, 0.073% hits | AID 493087;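 active = activation above the mean of all tested compounds plus 3 SD, set per screening campaign, cut at about 17% in these data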
VIM-2 inh: inhibitors of Pseudomonas aeruginosa VIM-2 metallo-beta-lactamase | inhibition, % at 5.6 µM | purified VIM-2, nitrocefin hydrolysis, epi-absorbance fluorescence | 290,000 compounds, 0.89% hits;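 active = inhibition above the mean of all tested compounds plus 3 SD, cutoff set per screening run, cut at about 7.5% in these data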;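 also: red hydrolysis product quenches plate fluorescence so inhibitors raise well fluorescence; 0% = enzyme with DMSO and 100% = DMSO without enzyme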
An asterisk follows results filed as active; · = no result given.

SMILES	HCV NS3 hel inh	FID counter	IMP-1 inhibitor	M18AAP inhibitor	pCIP destab	UBC9 SUMO inh	IDE inh	IDE act	VIM-2 inh
Cc1ccc2c(c1)C1CN(C)CCC1N2C(=O)Nc1cccc(Cl)c1 (stereo not given)	-16.9	16.5	-1.5	-8.2	-15.1	-7.3	3.2	-3.4	-2.4
COc1ccccc1-n1c(O)c(C=NCCN2CCNCC2)c(=O)[nH]c1=O	7.5	4.0	-2.6	-11.8	-10.0	4.4	6.2	3.5	-0.5
COc1ccc(OCC(=O)N2CCN(Cc3ccc4c(c3)OCO4)CC2)cc1	0.6	-14.2	-2.2	1.4	-19.1	11.7	-6.6	2.2	-1.7
COc1ccc(CN2CCN(C(=O)COc3cccc(C)c3)CC2)c(OC)c1	-6.1	-6.4	-3.1	5.8	-12.5	10.5	·	-2.5	-2.0
O=C(c1ccccc1)C(CN1CCCC1)c1ccccc1 (stereo not given)	0.8	-1.4	-0.8	-0.3	-4.4	5.2	2.6	4.8	0.3
Clc1ccc(OCC#CCN2CCCC2)cc1	0.3	5.3	0.5	-3.3	-3.2	1.5	-3.9	-6.2	-0.8
N/C(=N\[N+](=O)[O-])N1CCN(C(=O)c2ccccc2)CC1	-10.4	-2.9	0.1	1.4	6.1	-3.4	5.9	·	-0.2
CSc1ncc(CN2CCCC(C(=O)c3ccccc3SC)C2)cn1 (stereo not given)	2.3	-9.8	-0.9	0.1	1.3	15.9	3.2	1.4	-2.2
N#Cc1c(N2CCNCC2)nc(-c2ccco2)c2c1CCCC2	-13.2	-0.8	-2.6	6.4	0.0	-7.2	-3.6	2.8	8.9*
CCOP(=O)(OCC)C(NC(=O)c1ccccc1)C(Cl)(Cl)Cl (stereo not given)	1.4	-1.6	-4.2	-3.2	-11.6	1.2	7.1	6.9	0.0
CCOC(=O)C(O)(c1ccc(N=Cc2ccccc2O)c(C)c1)C(F)(F)F (stereo not given)	0.9	-2.2	-0.9	-14.9	-11.7	5.3	-5.7	-1.4	0.4
CC(C)(C)NC(=O)NC(=O)CN1CC=C(c2ccccc2)CC1	-16.0	-14.5	-2.1	4.5	-1.4	6.5	8.7	-9.8	-0.3
Cc1ccc(C(O)(C(=O)NNC(=O)CN2CCN(C)CC2)c2ccc(C)cc2)cc1	-7.2	4.8	-1.5	-2.4	1.9	-5.2	2.9	0.9	-2.6
COc1ccc(/C=N\N=C(N)N)cc1	5.6	-1.5	-2.1	-0.9	5.5	-9.0	-3.0	-3.4	0.0
Oc1ccc(CC2CC3CCN2CC3)cc1O (stereo not given)	-2.6	0.8	-0.8	57.1*	8.2	17.7	0.2	3.8	-0.7
CCC(=NCCCN1CCOCC1)c1c(O)n(-c2ccccc2C)c(=O)[nH]c1=O	3.4	-2.3	-1.5	-2.2	7.8	18.1	2.8	2.4	-2.7
Cc1ccc2nc(N3CCN(C)CC3)[nH]c2c1	2.2	8.3	-3.0	3.1	0.3	13.6	3.4	1.6	-2.6
COc1ccc(CCn2c(O)c(C=NCCCn3ccnc3)c(=O)[nH]c2=O)cc1OC	0.2	-6.8	-3.0	8.1	11.1	5.6	-5.0	2.1	-3.4
COC1C(OC(=O)c2ccc(C)[nH]2)C(O)C(Oc2ccc3c(O)c(NC(=O)c4ccc(O)c(CC=C(C)C)c4)c(=O)oc3c2Cl)OC1(C)C (stereo not given)	29.5	11.6	-1.0	-0.3	-10.9	10.3	4.2	-1.3	0.5
Cn1c(O)c(Cc2ccc(OCc3ccccc3)cc2)c(=O)n(C)c1=O	-5.9	-9.4	-0.7	-0.8	-1.3	14.9	4.9	-4.5	0.9
CCCNC(=O)N1CCC2(CC1)OCCO2	-11.3	1.0	-1.0	-3.5	-11.3	-6.5	0.0	7.8	-2.2
O=C1OC(c2ccc([N+](=O)[O-])cc2)=N/C1=C/N1CC2CC(C1)c1cccc(=O)n1C2 (stereo not given)	8.2	-2.5	-4.4	5.8	-52.4	30.4	4.5	6.2	-1.6
CC(=O)Nc1nc(CCl)cs1	-4.6	-0.7	-2.3	-1.8	-6.8	14.5	·	0.9	-2.4
COC(=O)C1C=C2c3cccc4[nH]cc(c34)CC2N(C)C1 (stereo not given)	3.5	-7.0	6.8*	25.0	-20.1	44.0	·	·	6.0
O=c1[nH]c(=S)n(-c2ccccc2F)c(O)c1C=Nc1ccc(N2CCOCC2)cc1	54.1*	-17.9	-3.4	18.1	-3.1	25.7	-0.8	1.0	-3.6
O=C(c1ccc2c(c1)ncn2C1CCCCC1)N1CCC2(CC1)OCCO2	2.3	-24.7	-0.1	-8.7	-3.3	-5.7	2.9	·	-2.7
CC12CCCCC1=[N+]([O-])CN2O (stereo not given)	-5.7	4.2	-1.6	9.4	8.8	-5.4	4.1	-1.0	1.9
O=C(C[N+]12CCC(CC1)C(OC(=O)c1ccccc1)C2)c1ccc([N+](=O)[O-])cc1 (stereo not given)	5.8	28.6	0.3	-7.6	-13.0	3.8	-2.8	6.9	0.8
CC1CCN(CCc2nc3ccccc3[nH]2)CC1	-3.0	-1.9	-1.8	-1.5	-1.6	11.9	-5.7	0.1	-0.8
COc1ccc(C2NCc3ccc4c(c3-n3cccc32)OCO4)cc1O (stereo not given)	-24.7	11.7	-1.4	-8.2	9.3	-9.9	0.9	·	0.0
CCOP(=O)(OCC)C(NC(=O)c1ccc(C)cc1)=C(Cl)Cl	11.1	-6.1	-5.3	3.7	0.6	2.2	-1.5	4.8	-3.6
CN1CCc2nc(SCc3cccc(Br)c3)c(C#N)cc2C1	-32.8	1.6	-1.0	6.8	-14.1	10.0	-5.2	3.6	2.5
CCCCCCn1c(O)c(C=NC2CCN(Cc3ccccc3)CC2)c(=O)[nH]c1=O	-1.0	-0.8	-1.3	8.8	1.6	-4.7	3.8	0.7	-2.2
O=C1CC(N2CC=C(c3ccc(F)cc3)CC2)C(=O)N1c1ccc(F)cc1 (stereo not given)	18.1	-16.1	-0.7	-0.9	-0.8	4.6	0.0	3.7	-3.0
COC(=O)CCCC(NC(=S)N1CC2C[C@@H](C1)Cn1c2cccc1=O)C(=O)OC (stereo not given in full)	-9.7	-8.1	-2.8	-19.1	-2.9	10.9	3.6	-2.8	-1.3
Cn1c(O)c(C=Nc2ccccc2Sc2ccccc2)c(=O)n(C)c1=O	7.7	-4.2	-1.7	-5.0	-3.6	-5.1	2.5	0.2	-0.1
C=CCn1c(O)c(C(C)=NCc2ccc3c(c2)OCO3)c(=O)[nH]c1=O	5.8	-12.9	-1.5	6.0	-4.4	11.3	-4.7	7.9	0.4
CSc1ccc(C(c2c(O)c3ccccc3oc2=O)c2c(C)n(C)n(-c3ccccc3)c2=O)cc1 (stereo not given)	-16.4	-21.4	-0.8	-1.9	12.8	-0.6	-5.1	0.5	-2.4
Fc1ccc(CNCCc2ccccc2F)cc1	-8.1	-14.0	-2.7	4.0	-3.1	14.9	0.6	-3.0	-1.6
Cc1ccc(N2C(=O)/C(=C/N3CCN(C(=O)c4ccco4)CC3)C(=O)NC2=S)cc1C	13.4	-6.7	-3.0	8.2	-11.0	7.4	4.4	6.3	-1.2
CCOP(=O)(OCC)C(O)c1cccnc1 (stereo not given)	8.4	1.8	0.3	-5.8	8.0	8.1	-0.5	1.5	-0.7
Cn1c(O)c(C(=NCCN2CCCCC2)c2ccccc2Cl)c(=O)n(C)c1=O	-1.6	1.2	-1.4	9.4	-10.1	38.5	-1.1	2.1	-2.2
CCN1CCN(c2cc(N3CCCC3)c(F)cc2[N+](=O)[O-])CC1	-4.8	12.5	-5.2	-10.8	3.4	13.0	-0.2	0.2	-1.2
O=S(=O)(c1ccc(Cl)cc1)N1CCCC1c1cccnc1 (stereo not given)	8.0	-15.1	-2.2	11.7	-13.7	2.3	14.3	-2.6	-3.1
Clc1ccc(CN2CCNCC2)cc1	-17.7	1.8	-2.7	-4.7	-1.7	11.2	1.7	2.3	-3.0

Of the compounds above, these contain a furan ring, fused or not.
SMILES	HCV NS3 hel inh	FID counter	IMP-1 inhibitor	M18AAP inhibitor	pCIP destab	UBC9 SUMO inh	IDE inh	IDE act	VIM-2 inh
N#Cc1c(N2CCNCC2)nc(-c2ccco2)c2c1CCCC2	-13.2	-0.8	-2.6	6.4	0.0	-7.2	-3.6	2.8	8.9*
Cc1ccc(N2C(=O)/C(=C/N3CCN(C(=O)c4ccco4)CC3)C(=O)NC2=S)cc1C	13.4	-6.7	-3.0	8.2	-11.0	7.4	4.4	6.3	-1.2

The list goes on:
SMILES	HCV NS3 hel inh	FID counter	IMP-1 inhibitor	M18AAP inhibitor	pCIP destab	UBC9 SUMO inh	IDE inh	IDE act	VIM-2 inh
CN(C)C(Cc1ccccc1)C(=O)c1cccs1 (stereo not given)	16.1	-1.3	1.5	11.5	-8.9	8.9	·	·	2.8
O=c1[nH]c(O)c(N=Nc2cc([N+](=O)[O-])ccc2O)c(=O)[nH]1	-6.6	4.6	-9.7	11.2	-21.3	-2.6	0.6	6.0	-6.8
C=CCn1c(O)c(C(C)=NCCN2CCOCC2)c(=O)[nH]c1=O	3.0	-5.5	-4.1	-6.8	-3.3	6.7	-1.1	0.7	-6.5
COc1ccccc1N1C(=O)NC(=O)/C(=C/c2ccc3c4c(cccc24)CC3)C1=O	-4.6	-7.3	0.5	13.6	-10.5	20.3	4.1	-7.4	-2.4
CN1c2ccc([N+](=O)[O-])cc2CC2(C(=O)NC(=O)N(c3ccc(Br)cc3)C2=O)C1c1ccccc1 (stereo not given)	5.5	5.0	-0.4	13.8	-6.8	-12.7	7.5	1.1	-1.4
O=C(CN1CCCCC1)NCC(=O)Nc1ccc(Br)cc1C(=O)c1ccccc1	-11.2	23.3	-3.2	-1.8	-6.4	-6.6	3.1	2.7	2.1
O=C(c1ccc2c(=O)n(Cc3ccc4c(c3)OCO4)c(=S)[nH]c2c1)N1CCC2(CC1)OCCO2	4.5	-1.3	-3.1	9.6	-12.3	-13.2	-3.6	3.6	-2.3
CCCCOCCCn1c(N)c(C(=O)OCCOC)c2nc3ccccc3nc21	6.4	-30.8	-3.9	9.0	-3.6	17.6	2.8	-3.9	-2.9
COc1ccc(C(=O)NC(=S)N2C[C@H]3C[C@H](C2)c2cccc(=O)n2C3)cc1OC	-6.2	-12.2	-1.3	-12.4	-4.1	6.7	9.1	2.6	0.0
CNC(=O)N(C)c1nnc(C(C)(C)C)s1	2.6	1.4	0.6	3.1	-6.7	19.3	-5.3	-5.9	-1.1
COc1cccc(OP(=O)(Nc2ccccc2)Oc2cccc(OC)c2)c1	-3.9	-34.7	-5.4	-6.2	7.0	-7.4	2.9	3.2	-2.2
COCCCNC(=O)c1c(NC(=O)c2ccccc2)n(Cc2ccccc2)c2nc3ccccc3nc12	1.9	-2.0	-3.1	3.6	·	·	-2.9	2.4	-3.0
O=c1[nH]c(=O)n(Cc2ccc(F)cc2)c(O)c1C=NCCN1CCCCC1	-4.0	4.6	-2.9	-1.3	-3.6	-2.7	2.4	5.9	-1.2
CC(=NCCCN1CCOCC1)c1c(O)n(Cc2ccccc2)c(=O)[nH]c1=O	5.7	3.7	-0.8	6.3	7.0	-1.1	1.0	-4.7	-0.1

Not all compounds are listed; the hit share may differ from the screen's.
